Screening data (PubChem)
Rtt109 Vps75: inhibitors of C. albicans Rtt109/Vps75 HAT, primary screen, biochemical, ThioGlo CoA-SH fluorescence, plate reader | Histone acetyltransferase RTT109 (Candida albicans (strain SC5314 / ATCC MYA-2876)), … | purified Rtt109/Vps75, 4 h | inhibition, % at 34.9 µM | 0.16% of 330,000 active | AID 540336, 2011;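 active means inhibition of at least 50% in every replicate; inconclusive means best replicate reaches 50% inhibition but some replicates fall short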
Target sequence (Q5AAJ8 whole entry, looked up): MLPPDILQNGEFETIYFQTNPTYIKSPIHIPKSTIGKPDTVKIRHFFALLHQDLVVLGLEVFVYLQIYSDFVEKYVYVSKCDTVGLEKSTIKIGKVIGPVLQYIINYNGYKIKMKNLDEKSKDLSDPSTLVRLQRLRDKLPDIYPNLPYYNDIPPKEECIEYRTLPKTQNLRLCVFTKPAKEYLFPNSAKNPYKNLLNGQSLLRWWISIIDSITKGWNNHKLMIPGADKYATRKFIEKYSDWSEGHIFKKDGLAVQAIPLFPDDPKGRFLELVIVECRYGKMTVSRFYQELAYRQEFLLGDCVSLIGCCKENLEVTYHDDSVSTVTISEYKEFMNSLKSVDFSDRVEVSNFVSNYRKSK
CAL PDZ FP-1: CAL PDZ peptide-binding inhibitors, primary screen, biochemical, fluorescence polarization, Cer-tagged CAL PDZ, HTS. Golgi-associated PDZ and coiled-coil motif-containing protein (Homo sapiens), Q9HD26. purified CAL PDZ, TMR-peptide fluorescence polarization, 1 h. inhibition, % at 20 µM. 0.02% of 330,000 active. AID 504414, 2011;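 active means highest replicate inhibition of at least 40%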;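 further: plate controls were DMSO neutral control wells for no effect and unlabeled competitor peptide control wells for full effect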
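Test system: tagged CAL PDZ domain / Buffer or medium: sodium phosphate/NaCl buffer pH 7.4 with TCEP, IgG, Thesit / Reagent: TMR-labelled reporter peptide T*-PRC34 bound in PDZ groove / Compound dosing: single point, 20 µM / Schedule: 1 h incubation at room temperature before polarization reading / Technique: fluorescence polarization (mP) / Benchmarks: unlabelled peptide, DMSO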
dFosB activator: activators of delta FosB homodimer, primary screen, biochemical, fluorescence polarization, TAMRA-CDK5 oligo, single point; activation, % at 25 µM; purified delta FosB; percent of positive-control signal above neutral wells; 0.99% of 340,000 active; AID 493131, 2011;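 active means mean activation above about 17%, with every replicate also reaching it, limit read from the data, passing the limit was not always enough; inconclusive means only one of the two conditions met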;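 further: fluorescence polarization rise as delta FosB binds a TAMRA Cdk5 AP-1 oligo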
Tat transport: E. coli Tat export inhibitors, primary screen, MC4100, TorA-mCherry reporter, fluorescence, single point | inhibition, % at 10 µM | 0.036% of 340,000 active | AID 488895, 2010;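 active means mean replicate inhibition at least 50% and at least half of replicates individually reaching 50%; inconclusive means only one of the two criteria met; inactive means neither criterion met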;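 further: exported cargo escapes ClpAP degradation while cytoplasmic cargo is degraded and loses fluorescence; 0% = median of neutral control wells and 100% = median of NaSCN control wells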
CAL PDZ FP-2: untagged CAL PDZ binding inhibitors, primary screen, biochemical, fluorescence polarization, HTS. Golgi-associated PDZ and coiled-coil motif-containing protein (Homo sapiens), Q9HD26. purified CAL PDZ, TMR-peptide fluorescence polarization, 1 h. 0.92% of 300,000 active. AID 602252, 2012. inhibition, % at 24.9 µM;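 active means mean inhibition of at least 30% with at least half of replicates also reaching 30%; inconclusive means no clear call, values can overlap the other calls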;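 further: 0% = DMSO neutral control and 100% = excess unlabeled competitor peptide PRC23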
Wnt bcat act: Wnt/beta-catenin pathway activators, primary screen, cell-based, plate reader, single point | Wnt/beta-catenin reporter cell assay, activator | activation, % at 9.35 µM | 1.2% of 300,000 active; in the data active means activation above about 30%, passing the limit was not always enough; inconclusive means no clear call, values can overlap the other calls;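 further: 0% = neutral control wells and 100% = positive control wells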
MITF TRPM1 HTS: activators of MITF-driven TRPM1 promoter reporter, primary screen, cell-based, SK-MEL-5, luciferase, single point; SK-MEL-5 TRPM1-promoter luciferase, 24 h; % of positive control, neutral wells = 0; activation, % at 12.5 µM; 0.75% of 300,000 active; AID 588334, 2011;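 active means mean activation of at least 80% with every replicate also reaching 80%; inconclusive means mean reaches 80% but some replicate falls short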;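 further: 0% = neutral control wells and 100% = parthenolide positive control wells; values of inactives mirror those of a sister screen read the other way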
V-ATPase pHluor: regulators of yeast V-ATPase proton pumping, primary screen, pHLuorin cytosolic pH fluorescence; S. cerevisiae; response, % at 10 µM; 0.37% of 350,000 active; AID 504577, 2011; in the data active means response mostly above about 7.3%, no sharp cut-off; inactive means mostly below about 5.4%; further: actives read high; inactives centre near 0; some compounds called inactive have numbers as strong as hits
CDK5 inh: inhibitors of human CDK5/p35 kinase, primary screen, biochemical, single concentration; inhibition, % at 10 µM; Recombinant CDK5/p35, ADP-Glo luminescence, 60 min; Cyclin-dependent kinase 5 (Homo sapiens) + Cyclin-dependent kinase 5 activator 1 (Homo …; 0.01% of 330,000 active;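 active means highest replicate inhibition of at least 50% and at least 75% of replicates reaching 50%; inconclusive means only one of the two criteria met; inactive means both criteria failed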;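 further: plate controls were DMSO neutral control for no effect and GW8510 at 10 µM for full effect; many of its hits are not listed in these tables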
Target sequence (Q00535 whole entry, looked up): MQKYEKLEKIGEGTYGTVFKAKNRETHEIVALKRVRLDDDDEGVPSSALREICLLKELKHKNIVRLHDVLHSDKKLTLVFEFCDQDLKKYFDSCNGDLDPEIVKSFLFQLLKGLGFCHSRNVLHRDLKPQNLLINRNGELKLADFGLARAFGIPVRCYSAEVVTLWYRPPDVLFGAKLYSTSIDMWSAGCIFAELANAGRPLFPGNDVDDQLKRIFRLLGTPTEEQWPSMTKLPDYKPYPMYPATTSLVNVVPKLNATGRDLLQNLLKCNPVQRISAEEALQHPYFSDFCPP
Target sequence (Q15078 whole entry, looked up): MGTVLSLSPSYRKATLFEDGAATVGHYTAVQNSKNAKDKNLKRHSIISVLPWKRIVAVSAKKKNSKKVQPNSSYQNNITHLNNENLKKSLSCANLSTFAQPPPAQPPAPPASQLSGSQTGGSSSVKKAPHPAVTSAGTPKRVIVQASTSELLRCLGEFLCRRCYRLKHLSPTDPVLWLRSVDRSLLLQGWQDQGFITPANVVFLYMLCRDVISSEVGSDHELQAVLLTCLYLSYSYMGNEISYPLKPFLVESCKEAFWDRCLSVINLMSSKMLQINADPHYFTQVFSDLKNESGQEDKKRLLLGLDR
RTF Ca sens act: cardiac RTF calcium sensitivity activators, primary screen, biochemical, IANBD-TnC fluorescence, EC20 calcium | AID 493008, 2010 | IANBD-labeled TnC RTF fluorescence at EC20 calcium; 0% EC20 calcium, 100% full calcium | Troponin I, cardiac muscle (Homo sapiens) + Troponin T, cardiac muscle (Homo sapiens) + … | 0.24% of 340,000 active | activation, % at 7.2 µM;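 active means activation above the mean over all tested compounds plus 3 SD, cut at about 30% in these data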;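 further: rise in fluorescence read as greater calcium sensitivity of cardiac thin filaments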
An asterisk follows results filed as active; ? = inconclusive; nt = not tested or not shown.

SMILES	Rtt109 Vps75	CAL PDZ FP-1	dFosB activator	Tat transport	CAL PDZ FP-2	Wnt bcat act	MITF TRPM1 HTS	V-ATPase pHluor	CDK5 inh	RTF Ca sens act
CC(C)NCC(O)c1cc(O)cc(O)c1 (configuration not stated)	2	0.0	5	8	-2	-1	12	-2	-5.7	2
Cc1ccc2nc3c(cc(C(=O)NCCc4ccccc4)c(=N)n3CC3CCCO3)c(=O)n2c1 (configuration not stated)	-218	-0.2	-11	2	0	-5	4	-58	0.6	-2
NC(=O)CCN1CCN(CCOC2Cc3cc(Cl)ccc3Sc3ccccc32)CC1 (configuration not stated)	4	-1.7	8	-2	-2	nt	17	-1	1.9	-3
Cc1cccc(NC(=O)/C(C#N)=C\c2cccnc2)c1	-9	0.7	0	-6	-3	nt	13	1	0.7	-5
N#Cc1c(NC2CCCCC2)nc(-c2ccco2)c2c1CCCC2	-18	-0.2	-4	1	nt	nt	nt	2	1.6	2
CN1C(=O)S/C(=C\c2ccccc2OCc2ccc(C(=O)O)cc2)C1=O	-4	-2.8	-15	-3	-2	nt	0	0	0.5	0
O=C(CC(C(=O)N1CCc2ccccc21)n1ccnc1)N1CCc2ccccc2C1 (configuration not stated)	5	nt	-4	7	-2	nt	-29	-2	0.9	0
Cc1ccc(C2=NN=C(NC(=O)CSc3nncn3C)SC2)cc1	?	-1.4	-13	-11	-6	8	3	3	0.4	0
CC1CCN(c2nc3nonc3nc2N2CCC(C)CC2)CC1	0	-2.6	2	4	-3	nt	0	1	1.3	3
Cc1ccc(NC(=O)/C=C/c2ccc3c(c2)OCO3)nc1	-2	-0.2	12	11	-2	30*	?	1	-0.3	-8
CC(=O)N1CCC(=O)Nc2ccc([N+](=O)[O-])cc21	-11	-2.3	-6	-6	7	0	-17	-4	-0.4	1
Nc1nc(N)nc(-c2cc(Cl)ccc2Cl)n1	6	-0.3	-5	4	-2	0	3	-3	-2.1	4
CCNC(=S)N1CCC(Cc2ccccc2)CC1	1	-0.7	-3	-3	nt	0	-2	0	-2.1	-4
O=C(CCNS(=O)(=O)c1cccc2nonc12)Nc1ccc(Cl)cc1	1	-2.9	1	-23	-4	-4	-7	2	3.5	-4
N#Cc1nc(-c2ccc(Cl)cc2)oc1NCc1cccc2c1OCO2	-6	-2.0	?	-3	nt	nt	-12	3	0.0	2
Cc1ccc(C(=O)c2cc([N+](=O)[O-])ccc2N2CCCCC2)cc1C	4	-0.5	-6	-11	-1	nt	-18	-1	-0.3	4
COc1ccc(C2/C=C\CN(C(=O)Oc3ccccc3)CC(=O)N2Cc2ccc(F)cc2)cc1 (configuration not stated)	10	-0.7	1	8	2	-4	1	2	-0.7	2
Cc1ccc(-n2c(SCC(=O)NCCN3C(=O)CSC3=O)nnc2-c2ccccc2)cc1C	18	-0.5	-13	-7	-2	nt	-5	5	2.0	-2
Cc1ccc(SC[C@H](Cc2ccccc2)N2CCN(CC(C)C)CCC2=O)cc1	-20	0.6	-5	9	-1	-1	25	-5	-1.5	6
O=C(NCCSCc1ccccc1)c1ccc(Cl)c(S(=O)(=O)N2CCOCC2)c1	0	-0.7	-10	8	-6	-8	-3	3	0.0	4

Quoted from the listing:
RTF Ca sens act result of Nc1nc(N)nc(-c2cc(Cl)ccc2Cl)n1 = 4
V-ATPase pHluor result of CCNC(=S)N1CCC(Cc2ccccc2)CC1 = 0

Remaining list, next part:
SMILES	Rtt109 Vps75	CAL PDZ FP-1	dFosB activator	Tat transport	CAL PDZ FP-2	Wnt bcat act	MITF TRPM1 HTS	V-ATPase pHluor	CDK5 inh	RTF Ca sens act
CC1(c2nnc(-c3ccc(Cl)cc3)o2)CC(c2cccnc2)=NO1 (configuration not stated)	2	0.1	11	-15	0	2	0	-5	1.7	-1
CCOC(=O)C(Cc1cc(C(C)=O)ccc1OC(C)C)C(=O)OCC	8	-0.9	-6	7	-1	-3	-12	-1	-0.4	-1
CCn1c2ccccc2c2cc(N)ccc21	5	-2.1	0	2	-1	-4	-9	0	0.9	0
O=C(O)/C=C\C(=O)Nc1ccc(Oc2ccc(Br)cc2)cc1	8	0.4	-9	1	-1	-1	0	2	2.3	1
CCOC(=O)N1CCC(NS(=O)(=O)c2cc3c(cc2Cl)NC(=O)CO3)CC1	nt	-3.5	-1	22	-3	-2	nt	-2	-0.5	4
Cc1ccc(-c2cccc(C3CC=CC4C3C(=O)N(Cc3ccccc3)C4c3ccc4ccccc4c3)c2)cc1 (configuration not stated)	0	0.1	3	-12	-5	-4	1	-13	2.4	-4
COc1ccc2c(CC(=O)NNC(=O)c3ccc(C)cc3)coc2c1	2	0.1	-11	2	1	2	-1	0	1.3	0
COc1ccc(CNC(=O)COC(=O)CN2C(=O)C3CC=CCC3C2=O)cc1 (configuration not stated)	5	0.4	-11	-19	nt	-6	-2	-1	0.5	-8
O=C(NCCCCc1ccccc1)c1ccc(F)cc1	nt	0.5	-4	7	-4	-2	nt	0	0.4	-1
Cc1ccc(C(=O)OCC(=O)NCc2ccccc2)cc1S(=O)(=O)N1CCCCC1	-6	-2.2	-13	3	-3	1	-4	0	-0.6	-1

Ordered by formula weight (rising): some entries from above
SMILES	Rtt109 Vps75	CAL PDZ FP-1	dFosB activator	Tat transport	CAL PDZ FP-2	Wnt bcat act	MITF TRPM1 HTS	V-ATPase pHluor	CDK5 inh	RTF Ca sens act
Cc1ccc(C(=O)c2cc([N+](=O)[O-])ccc2N2CCCCC2)cc1C	4	-0.5	-6	-11	-1	nt	-18	-1	-0.3	4
Cc1ccc(C2=NN=C(NC(=O)CSc3nncn3C)SC2)cc1	?	-1.4	-13	-11	-6	8	3	3	0.4	0
NC(=O)CCN1CCN(CCOC2Cc3cc(Cl)ccc3Sc3ccccc32)CC1 (configuration not stated)	4	-1.7	8	-2	-2	nt	17	-1	1.9	-3
O=C(NCCSCc1ccccc1)c1ccc(Cl)c(S(=O)(=O)N2CCOCC2)c1	0	-0.7	-10	8	-6	-8	-3	3	0.0	4
Cc1ccc(-c2cccc(C3CC=CC4C3C(=O)N(Cc3ccccc3)C4c3ccc4ccccc4c3)c2)cc1 (configuration not stated)	0	0.1	3	-12	-5	-4	1	-13	2.4	-4

Going on with the list:
SMILES	Rtt109 Vps75	CAL PDZ FP-1	dFosB activator	Tat transport	CAL PDZ FP-2	Wnt bcat act	MITF TRPM1 HTS	V-ATPase pHluor	CDK5 inh	RTF Ca sens act
Cc1ccc(SC[C@H](C)CN2CC[C@H](NC(=O)OCc3ccccc3)CCC2=O)cc1	-13	0.5	1	-2	-1	-5	1	5	-1.6	0
CC(=O)N(/N=C1\Sc2ccccc2C1=O)c1ccccc1C	15	0.1	-5	-2	-1	nt	2	1	-3.1	4
COc1cccc(C(=O)/C=C/Nc2ccc(S(=O)(=O)Nc3ccc(C(C)=O)cc3)cc2)c1	2	-4.7	1	4	-1	-2	-6	3	-1.9	-1
CC(=O)c1sc(NC(=O)CCS(=O)(=O)c2ccccc2)nc1C	-1	-1.9	-7	-14	1	1	-6	-6	2.0	-2
COC(=O)c1[nH]nc(C(=O)OC(C)(C)C)c1-c1ccccc1	3	-3.0	-7	4	1	21	-15	0	-0.6	2
CN1C(=O)C(C)(C)c2cc(S(=O)(=O)N3CCN(c4ccccc4)CC3)ccc21	9	0.2	-8	-2	nt	9	-9	3	0.0	-4
O=C(COc1ncnc2c(Cl)cc(Cl)cc12)Nc1cc([N+](=O)[O-])ccc1Cl	6	-0.6	-1	-2	1	nt	-1	-2	-0.4	6
CC(OC(=O)Cn1cc(C(F)(F)F)ccc1=O)C(=O)N(C)c1ccccc1 (configuration not stated)	-3	-0.5	0	-2	11	-1	-8	2	-4.4	-3
N=C1c2ccccc2CN1c1ccc(S(=O)(=O)N2CCCCC2)cc1	8	-0.3	-8	4	1	0	10	4	-0.6	18
O=C(COC(=O)/C=C/c1ccc2c(c1)OCO2)NC1CCS(=O)(=O)C1 (configuration not stated)	-5	-0.9	-5	0	2	13	1	-1	-0.5	-1
Cn1c(=O)c2c(n(Cc3ccccc3)c1=O)NC(=O)C2CC(=O)O (configuration not stated)	-31	nt	-3	-8	-4	nt	2	-2	-0.1	8
CCC1Oc2ccccc2N(CC(=O)NCCN2CCc3ccccc3C2)C1=O (configuration not stated)	2	-0.4	-11	-1	-1	-1	-6	-4	0.7	2
Cc1ccc(F)cc1NC(=O)Nc1cc(C(C)(C)C)nn1C	1	0.2	6	4	-5	1	-13	-1	-1.9	1
COc1cc(OC)cc(-c2c(C#Cc3ccsc3)c3cc(Br)ccc3n2C)c1	-5	-1.2	-7	2	-7	-11	-5	3	-0.2	15
COc1cc2nc(SCC(N)=O)n(CCC3=CCCCC3)c(=O)c2cc1OC	nt	-1.6	10	-6	-3	-5	16	-5	-0.2	-1
CC(=O)C1=C(O)C(=O)N(c2ccc(O)cc2)C1c1ccccc1Cl (configuration not stated)	-5	0.5	3	-6	nt	-1	0	-2	-3.8	6
CCN(CC)CCOC(=O)c1ccc(NC(=O)CCCN2C(=O)/C(=C/c3cccs3)SC2=S)cc1	-9	-1.1	?	-6	-5	2	16	-7	-2.4	3
COc1ccccc1N(CC1CO1)S(=O)(=O)c1ccc(C)cc1 (configuration not stated)	-11	-0.9	-8	4	nt	-3	-7	4	0.3	-6
O=C(O)CC1=C(c2ccc(F)cc2)CCC1=O	11	-0.7	1	4	3	1	7	-2	-0.7	6
COc1ccc(C)cc1NS(=O)(=O)c1cccc2nonc12	19	-1.1	-3	-13	-1	-3	-4	4	0.1	-1
CC1Cc2ccccc2N1C(=O)CSc1nncn1C (configuration not stated)	nt	-1.3	1	2	1	-2	1	2	-0.2	-6
O=C(CCc1nc2ccccc2c(=O)[nH]1)NC1CCN(Cc2ccccc2)CC1	-3	-0.2	-11	-4	2	-1	nt	4	0.9	15
O=C(Nc1cccnc1)c1cccc(S(=O)(=O)N2CCc3ccccc32)c1	8	-2.6	-11	-6	73*	-1	-14	0	-2.4	4
